Source: PubChem
phage Ecoli inh: E. coli growth loss with phage present; growth absorbance; inhibition, % at 11.9 µM; actives 0.26% (n = 360,000); AID 651602; in the data active means inhibition above about 11%
* marks the source's active call; other numbers are inactive results. Only part of the results is shown (hit frequency here may not be typical).

phage Ecoli inh	molecule
3.6	COc1ccc2[nH]cc(C(=O)CN3CCCCC3C)c2c1 (centres undefined)
3.7	Cc1cccc(C2CC(c3ccccc3)=NN2c2ccc(S(N)(=O)=O)cc2)c1 (centres undefined)
0.2	COC(=O)[C@]12C[C@H](CC(=O)NCc3ccc(OC)c(OC)c3)C(=O)N(Cc3ccccc3)C1=C[C@H](C(C)(C)C)O[C@@H]2C
0.7	CCOC(=O)[C@]12CCCC=C1N(Cc1ccc3c(c1)OCO3)C(=O)[C@H](CC(=O)NCC1CCCCC1)C2
1.9	OC(c1ccccc1)(c1nc(-c2cccc(C(F)(F)F)c2)cs1)C(F)(F)F (centres undefined)
1.1	CC(C)C[C@H]1COc2cccc(N3CCN(Cc4ccccc4F)CC3)c2S(=O)(=O)N1
1.2	Cn1c(=O)c2cc(NC(=O)Nc3cccnc3)ccc2n1Cc1cccc(C(F)(F)F)c1
1.9	O=C(CC[C@H]1O[C@@H](n2cnc3c(NC(=O)c4ccccc4)ncnc32)[C@H](O)[C@@H]1O)NCc1cccc2ccccc12
1.5	Cc1ccc(OCCNC(=O)[C@H]2O[C@@H](n3ccc(=O)[nH]c3=O)[C@H](O)[C@@H]2O)cc1C
-0.5	COc1cccc(CNC(=O)[C@@H]2CCCN2C(=O)[C@H]2CCCCN2C(=O)c2cccs2)c1
3.2	CCNC(=O)C1(C)CCN(Cc2ccc(C(F)(F)F)cc2)C1 (centres undefined)
2.3	COc1ccc(CCCNC(=O)C2Cc3c(-c4cccc(C(C)=O)c4)ccnc3O2)cc1 (centres undefined)
1.8	CC(C)NC(=O)N(C)C[C@@H]1OCCCC[C@@H](C)Oc2ccc(NC(=O)Nc3ccc(F)cc3)cc2C(=O)N([C@H](C)CO)C[C@@H]1C
-0.4	CC1=C(C(=O)N(C(C)C)C(C)C)CC(CC(=O)NCCN2CCOCC2)C(=O)N1CCCN1CCCC1=O (centres undefined)
1.8	COC(=O)[C@@H](Cc1ccccc1)NC(=O)/C=C/[C@H]1O[C@@H](n2cnc3c(NC(=O)c4ccccc4)ncnc32)[C@H](O)[C@@H]1O
2.7	CC(=O)Nc1ccc(NC(=O)c2ccccc2Br)cc1
1.8	CN(C)CCNC(=O)c1cccc(-c2cccc3nccn23)c1
0.6	CCCC(NC(=O)CCc1c(C)c2cc3c(C)c(C)oc3cc2oc1=O)C(=O)NC(Cc1ccc(Cl)cc1)C(=O)O (centres undefined)
1.7	OC(c1ccccc1)c1ncc(-c2ccccc2F)[nH]1 (centres undefined)
1.4	CC(C)Nc1nc(-c2ccccc2F)c2sc(-c3ccccc3)cc2n1
3.6	COC(=O)[C@]12C[C@H](CC(=O)N3CCCCC3)C(=O)N(Cc3ccc4c(c3)OCO4)C1=C[C@H](COCc1ccccc1)O[C@@H]2C
2.0	COc1ccc(C=NN(C)C(=O)Nc2cccc(Cl)c2)cc1OC
4.8	Cc1ccc(Cl)cc1-c1cc(C(=O)NCc2cccc(Cl)c2)[nH]n1
2.2	Cc1nc2ccc(C(=O)NCCCN3CCCC3=O)cn2c1N(C)C(=O)CCc1ccccc1
-1.0	CCc1nc2ccc(C(=O)NCCc3ccccn3)cn2c1N(CCC(C)C)CCN(C)C
3.9	Cc1noc(C)c1-c1ccc(C(=O)NCC2CC2)c2occc12
0.8	CC1(c2nnnn2-c2ccc3c(c2)OCCO3)CCC(=O)N1CCCn1ccnc1 (centres undefined)
3.1	COC(=O)CCN(Cc1ccc(OC)cc1OC)S(=O)(=O)c1ccccc1Br
2.1	Cc1c(C(=O)NCc2cccc(Cl)c2)sc(=O)n1Cc1cccc(F)c1
3.7	COc1ccc(-c2c(Sc3ccccc3)c3cc(-c4ccc(OC)c(F)c4)ccc3n2C)cc1
1.6	Cn1c(N)nc(N)c(NC=O)c1=O
2.0	CC(C)CNc1cccc2c1S(=O)(=O)N[C@H](CC(C)C)CO2
2.8	Cc1ccsc1C(=O)N1CCC1(C)C(=O)NCCC#N (centres undefined)
1.8	COc1ccc(Cl)cc1Cn1c(C)c(C(=O)NCc2ccc(F)cc2)sc1=O
0.7	COc1ccc(OC)c(S(=O)(=O)NCC2CCN(C(=O)C(=O)c3cc4ccccc4o3)CC2)c1
3.6	COc1cc(CN2C(=O)C(CCc3ccccc3)ON=C2c2cnccn2)cc(OC)c1 (centres undefined)
1.0	Cc1ccc(Cn2cc(CN3CC(N(C)C)CS3(=O)=O)nn2)cc1 (centres undefined)
1.0	Cc1c(C(=O)N2CCCC2(C)C(=O)NCC(C)C)oc2ccccc12 (centres undefined)
2.7	Cc1ccc(S(=O)(=O)N2C[C@H]3[C@H]4C(=O)N(c5ccccc5)C(=O)[C@H]4CC(=O)[C@H]3[C@@H]2c2ccccc2)cc1
0.1	CC(C)C[C@H]1CN(CCCC[C@H]2CNC(=O)C(=O)N2CCc2ccccc2)C(=O)C(=O)N1CCc1ccc(O)cc1
0.9	CC(C)N(C(=O)c1ccc(Cc2cn(C)c3ccccc23)nc1)C(C)C
13*	COC(=O)C1=C(C)N(Cc2ccccc2C(F)(F)F)C(=NCc2ccccc2)NC1c1ccc(C(F)(F)F)cc1 (centres undefined)
0.1	CCCCOCC1CN(CCCC)S(=O)(=O)c2c(cccc2Sc2ccc(OC)c(OC)c2)O1 (centres undefined)
5.2	CNc1cncc(-c2ccc(OC)cc2)n1
2.2	CCCCNS(=O)(=O)c1cccc(NC(=O)[C@@H]2O[C@H](CO)[C@@H](O)[C@H]2O)c1
1.7	COc1ccc(OC)c(S(=O)(=O)NC(=O)C2(C)CCN2C(=O)C2(c3ccc(Cl)cc3)CC2)c1 (centres undefined)
2.5	Cc1cc(C)c2nc(-c3ccccc3)ccc2c1
1.2	NC(=O)c1cccc(-c2cnc3c(Nc4cccc(OC(F)(F)C(F)F)c4)nccn23)c1
2.7	CC(C)c1cccc(-c2csc(C(C)(O)c3ccccc3)n2)c1 (centres undefined)
4.0	Cc1nc2c(OCC(=O)C(C)(C)C)cccn2c1N(C)Cc1cccs1

Retrieved by structure from the entries so far (three):
phage Ecoli inh	molecule
2.8	Cc1ccsc1C(=O)N1CCC1(C)C(=O)NCCC#N (centres undefined)
2.1	Cc1c(C(=O)NCc2cccc(Cl)c2)sc(=O)n1Cc1cccc(F)c1
1.6	Cn1c(N)nc(N)c(NC=O)c1=O

(list continues)
phage Ecoli inh	molecule
1.5	COc1ccc(OC)c(S(=O)(=O)NC(=O)C2(C)CCN2C(=O)CC2CCCC2)c1 (centres undefined)
1.5	COC(=O)c1cc2c(c3c4cc(C)ccc4n(S(=O)(=O)c4ccc(C)cc4)c13)C(=O)N(C)C2
3.4	CC1(C(=O)NS(=O)(=O)c2ccc(Cl)cc2)CCN1C(=O)Cc1ccccc1Cl (centres undefined)
1.1	CC(C)C[C@H]1COc2cccc(N3CCC[C@@H]3CO)c2S(=O)(=O)N1
1.8	COc1cc2c(NCCCCCCO[N+](=O)[O-])ncnc2c(OC)c1OC
2.5	COCCNC(=O)C1(C)CCCN(C(=O)c2ccc3snnc3c2)C1 (centres undefined)
2.5	O=C(Nc1c(F)c(F)c(F)c(F)c1F)OC[C@@H]1CSCCS(=O)(=O)N1
5.3	CCOc1ccc(CCN2C(=O)C(=O)N([C@@H](CC(C)C)CN3CCC[C@H]3CN3C(=O)C(=O)NC[C@@H]3Cc3ccccc3)C[C@@H]2Cc2ccc(O)cc2)cc1
1.4	O=C(C(=O)N1CCCN(Cc2ccc(F)cc2)CC1)c1ccccc1
2.0	COc1ccc(CN2C(=O)C(CC(=O)NCCc3ccccn3)CC(C(=O)N3CCOCC3)=C2C)cc1 (centres undefined)
1.6	CN(C(=O)[C@H]1O[C@@H](n2cnc(C(N)=O)n2)[C@H](O)[C@@H]1O)c1ccccc1
-0.2	COC(=O)c1ccccc1COc1cccn2c(N(C)C(=O)CCC3CCCC3)c(C)nc12
0.7	CCCNC(=O)C1(C)CCN(CCC(=O)c2ccc(Br)cc2)C1 (centres undefined)
1.4	COC(=O)CCCn1cc(CN2CC(N3CCN(C4CCN(C)CC4)CC3)CS2(=O)=O)nn1 (centres undefined)
1.6	CCOC(=O)C1=C[C@@H](c2ccccc2)N(S(=O)(=O)c2ccc(C)cc2)[C@H]1c1ccccc1Cl
3.6	COc1cccc(CNc2nc(NCC3CC3)nc3ccsc23)c1OC
3.6	CCOC(=O)C1=NOC2(C1)C(=O)Nc1ccc(OC(F)(F)F)cc12 (centres undefined)
2.0	CC(OC(=O)c1ccc(S(C)(=O)=O)c([N+](=O)[O-])c1)C(=O)NC1C2CC3CC(C2)CC1C3 (centres undefined)
2.5	CCNC(=O)C1(C)CCCN(C(=O)c2cc(OC)ccc2Br)C1 (centres undefined)
-0.1	CCOC(=O)C1CCCN(C(=O)c2cc(C)oc2C)CC1 (centres undefined)
4.3	Cc1ccsc1C(=O)N1CCC1(C)C(=O)NCC(C)(C)C (centres undefined)
-2.2	O=C1NC[C@H](CCCCN2C[C@H](Cc3ccccc3)N(CCc3ccc(O)cc3)C(=O)C2=O)N(CC2CCCCC2)C1=O
4.2	CCOC(=O)[C@]12CCC=C1N(Cc1cccc3ccccc13)C(=O)[C@H](CC(=O)NCC13CC4CC(CC(C4)C1)C3)C2
4.4	OC(c1cc(Cl)cc(Cl)c1)c1ncc(-c2cccc(F)c2)[nH]1 (centres undefined)
0.5	CC(=O)C[C@@H]1OC2CCCCC2N1S(=O)(=O)c1ccc(C)cc1 (some centres undefined)

Printed as active in phage Ecoli inh, among the entries above:
phage Ecoli inh	molecule
13*	COC(=O)C1=C(C)N(Cc2ccccc2C(F)(F)F)C(=NCc2ccccc2)NC1c1ccc(C(F)(F)F)cc1 (centres undefined)

Sorted by formula weight (rising): part of the list above.
phage Ecoli inh	molecule
2.5	CCNC(=O)C1(C)CCCN(C(=O)c2cc(OC)ccc2Br)C1 (centres undefined)
2.2	CCCCNS(=O)(=O)c1cccc(NC(=O)[C@@H]2O[C@H](CO)[C@@H](O)[C@H]2O)c1
1.8	COc1ccc(Cl)cc1Cn1c(C)c(C(=O)NCc2ccc(F)cc2)sc1=O

(next part)
phage Ecoli inh	molecule
2.5	C=CCN1[C@@H](CC(C)C)COc2cccc(NCCCN3CCOCC3)c2S1(=O)=O
1.4	O=C(Nc1ccc(C(=O)N2CCCCC2)cc1)[C@H]1O[C@@H](n2ccc(=O)[nH]c2=O)[C@H](O)[C@@H]1O
1.7	CCc1cccc(Nc2cc(C)n(-c3cccc(CC)c3)c(=O)c2)c1
1.1	COC(=O)/C=C1\OCc2cc(OC)c(OC)cc21
3.8	COc1cccc(CNC(=O)[C@H]2CCCN2C(=O)[C@H]2CCCN2C(=O)c2ccc(Cl)cc2)c1
-0.2	COC(=O)[C@H](CC(C)C)NC(=O)CC[C@H]1O[C@@H](n2cc(C)c(=O)[nH]c2=O)C[C@@H]1O
6.0	COc1ccc(-c2cnc3c(NC(C)=O)cc(-c4cc(F)ccc4OC)cn23)cc1OC
3.0	CCNC(=O)C1CCCN(Cc2cc(-c3ccccc3)on2)CC1 (centres undefined)
4.1	COC(=O)C1=C(C)N(Cc2cccc(C(F)(F)F)c2)C(=NCc2ccc(OC)cc2)NC1c1cccc(C(F)(F)F)c1 (centres undefined)
-0.8	O=C(NCc1ccccc1)[C@@H]1CCCN1C(=O)[C@H]1CCCN1C(=O)c1cccc2ccccc12
3.3	COc1cc(-c2cc(NC=O)c3ncc(-c4ccc(F)cc4)n3c2)cc(OC)c1OC
2.3	Cc1cccc(C)c1-n1nnnc1C1(C)CCC(=O)N1CCOc1ccccc1 (centres undefined)
1.2	CC(C)CN1C(=O)CSCC1(C)C(=O)NC(C)C (centres undefined)
2.8	Cc1ccc2c(c1)CCCO[C@]21O[C@H](CCO)C[C@H](O)[C@H]1O
-2.1	CC1(C(=O)NS(=O)(=O)c2cccc(F)c2)CCN1C(=O)c1ccccc1 (centres undefined)
2.8	Cc1noc(C)c1NC(=O)Nc1ccc2c(c1)C(=O)N([C@H](C)CO)C[C@H](C)[C@H](CN(C)Cc1ccncc1)OCCCC[C@@H](C)O2
3.9	COc1ccc(OC)c(CN(CC(C)C)S(=O)(=O)c2ccccc2Br)c1
1.2	O=C(/C=C(\Nc1ccc(Cl)c(C(F)(F)F)c1)c1ccccc1)c1ccccc1
4.0	COC(=O)[C@]12C[C@H](CC(=O)NCc3cccs3)C(=O)N(Cc3ccccc3)C1=C[C@H](C(C)(C)C)O[C@@H]2C
1.4	CCc1nc2ccc(C(=O)Nc3ccc4c(c3)OCC(=O)N4)cn2c1N(CC)CCOC
-1.1	Nc1[nH]c(C(=O)c2ccc(Br)cc2)c(-c2ccc(F)cc2)c1C(=O)NCCc1c[nH]c2ccccc12
2.5	Cc1nc(NC(=O)C(C)(C)C)sc1C(=O)Cn1cc(CCCC#N)nn1
3.6	CCOc1ccc(NC(=O)C2CCCN(S(=O)(=O)c3ccc4c(c3)C(C)(C)C(=O)N4C)C2)cc1 (centres undefined)
2.7	CCO/C(C)=N/Oc1cnc2ccccc2c1
4.9	O=C(NC(c1ccc(Cl)cc1)c1ccsc1)C1CCN(Cc2ccc(Oc3ccccc3)cc2)CC1 (centres undefined)
4.1	OC(c1ccc(F)cc1)c1nc(-c2cc3ccccc3o2)cs1 (centres undefined)
2.3	CC(=O)c1cccc(NC(=O)Nc2cnn(Cc3ccc(F)cc3)c2)c1
0.3	COC(=O)[C@]12CCCCC=C1N(CCc1ccc(OC)c(OC)c1)C(=O)[C@H](CC(=O)NCc1cccc(C(F)(F)F)c1)C2
2.0	COc1ccc(OC)c(NC(=O)C2(C)CCN2Cc2ccc(SC)cc2)c1 (centres undefined)
-1.4	CCCCCCCCN1C(=O)[C@H](CC(=O)NCc2cccc3ccccc23)C[C@@]2(C(=O)OCC)CCCC=C12
1.5	CCCCNC(=O)C(NC(=O)c1ccc(=O)[nH]c1)C(=O)c1ccccc1 (centres undefined)
4.9	OC(c1ccccc1)(c1ccccc1)C1CCN(CCCOc2ccncc2)CC1

In another format: entries from further up.
| smiles | phage Ecoli inh |
| --- | --- |
| OC(c1ccc(F)cc1)c1nc(-c2cc3ccccc3o2)cs1 (centres undefined) | 4.1 |
| CC(=O)c1cccc(NC(=O)Nc2cnn(Cc3ccc(F)cc3)c2)c1 | 2.3 |
| CCCCCCCCN1C(=O)[C@H](CC(=O)NCc2cccc3ccccc23)C[C@@]2(C(=O)OCC)CCCC=C12 | -1.4 |
